SENP1 inh: human SENP1 catalytic domain inhibitors, primary screen, biochemical, FRET, uHTS. 360,000 compounds, 0.21% hits. Sentrin-specific protease 1 (Homo sapiens), Q9P0U3. inhibition, % at 10 µM. recombinant SENP1 catalytic domain, CyPet-SUMO1-YPet FRET cleavage;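 active = inhibition at least 30% at 10 µM, raw YFP signal under a set limit, fluorescence ratio 0.5 to 1.5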;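 also: 0% = enzyme with DMSO and 100% = no enzyme wells; some results filed as inactive read as strong as hits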
Target sequence (Q9P0U3 419-644 limits assumed): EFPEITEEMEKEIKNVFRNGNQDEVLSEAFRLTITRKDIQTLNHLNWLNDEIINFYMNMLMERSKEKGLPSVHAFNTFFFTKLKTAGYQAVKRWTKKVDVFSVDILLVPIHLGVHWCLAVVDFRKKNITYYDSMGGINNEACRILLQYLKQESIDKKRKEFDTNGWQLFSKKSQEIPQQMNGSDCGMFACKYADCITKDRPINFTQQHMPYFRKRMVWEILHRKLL
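system = hSENP1 catalytic domain, recombinant | reagent = SFCypet-SUMO1-SFYpet substrate at 25 nM | doses = one dose per compound, 10 µM, 0.5% DMSO | incubation = enzyme reaction for 50 min at room temperature, dark | measured by = FRET, CFP and YFP emission | controls = no-enzyme low, enzyme-DMSO high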
SENP8 block-1: human SENP8 protease inhibitors, primary screen, biochemical, fluorescence, Nedd8 protein substrate, uHTS; recombinant SENP8; inhibition, % at 20 µM; 360,000 compounds, 0.64% hits; AID 602440, 2012; in the data active = inhibition mostly above about 40%, no sharp cut-off; inactive = mostly below about 27%
Target sequence (Q96LD8 whole entry, looked up): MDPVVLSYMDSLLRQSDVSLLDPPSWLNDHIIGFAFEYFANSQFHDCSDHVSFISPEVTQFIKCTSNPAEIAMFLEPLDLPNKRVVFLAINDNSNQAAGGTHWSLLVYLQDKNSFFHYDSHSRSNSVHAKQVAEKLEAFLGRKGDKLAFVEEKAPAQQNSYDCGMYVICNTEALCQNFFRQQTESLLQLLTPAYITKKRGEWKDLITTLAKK
Apaf-1 inh: inhibitors of human Apaf-1 apoptosome, primary screen, biochemical, DEVD-Rh110 fluorescence, uHTS. 330,000 compounds, 0.71% hits. Apoptotic protease-activating factor 1 (Homo sapiens), O14727. inhibition, % at 20 µM. reconstituted apoptosome caspase-3 activity; active = inhibition of at least 40% at 20 µM;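 also: plate controls were DMSO wells for no effect and DEVD-CHO caspase inhibitor wells for full effect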
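System: Apoptosome proteins | Medium: Hepes pH 7.5 with detergent and BSA | Also added: Cytochrome c trigger plus (Z-DEVD)2-Rh110 caspase-3 substrate | Incubation: 30 min compound preincubation, 50 min activation, room temperature | Detection: Rhodamine 110 fluorescence at Ex 480/Em 540 nm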
SENP8 block-2: SENP8 protease inhibitors, primary screen, biochemical, luminescence | Sentrin-specific protease 8 (Homo sapiens), Q96LD8 | purified SENP8, Z-RLRGG-aminoluciferin cleavage | inhibition, % at 10 µM | 330,000 compounds, 1.2% hits | AID 2540, 2010; in the data active = inhibition above about 50%
SENP7 block: SENP7 protease inhibitors, primary screen, biochemical, luminescence, uHTS; inhibition, % at 5 µM; Sentrin-specific protease 7 (Homo sapiens), Q9BQF6; 330,000 compounds, 1.5% hits; recombinant SENP7, Z-RLRGG-aminoluciferin luminescence, 40 min;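 active = inhibition above about 50% at the single test dose, limit read from the data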;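 also: plate controls were DMSO with enzyme for no effect and no enzyme buffer wells for full effect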
Target sequence (Q9BQF6 706-1050 limits assumed): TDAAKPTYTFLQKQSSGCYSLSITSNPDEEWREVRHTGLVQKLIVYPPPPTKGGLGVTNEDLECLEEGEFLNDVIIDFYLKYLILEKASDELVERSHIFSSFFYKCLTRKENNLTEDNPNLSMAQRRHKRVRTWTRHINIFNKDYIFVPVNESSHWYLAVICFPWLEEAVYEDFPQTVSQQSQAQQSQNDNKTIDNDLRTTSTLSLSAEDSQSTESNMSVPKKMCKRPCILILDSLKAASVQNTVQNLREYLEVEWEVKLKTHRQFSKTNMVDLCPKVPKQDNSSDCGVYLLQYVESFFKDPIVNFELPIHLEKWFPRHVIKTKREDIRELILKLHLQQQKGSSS
SENP6 block: SENP6 protease inhibitors, primary screen, biochemical, luminescence, uHTS; AID 2599, 2010; Recombinant SENP6 catalytic domain, aminoluciferin luminescence; 330,000 compounds, 1.8% hits; inhibition, % at 10 µM;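 active = inhibition above about 50% at the single tested dose, limit read from the data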;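 also: plate controls were DMSO wells with enzyme for no effect and DMSO wells lacking enzyme for full effect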
PfG6PD inh: PfG6PD enzyme inhibitors, primary screen, biochemical, fluorescence intensity, uHTS; glucose-6-phosphate dehydrogenase-6-phosphogluconolactonase (Plasmodium falciparum 3D7); PfGluPho enzyme, NADPH resazurin-diaphorase fluorescence; inhibition, % at 20 µM; 350,000 compounds, 0.78% hits; AID 504690, 2011;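 active = inhibition reaching at least a set limit at 20 µM in the primary screen, cut at about 59% in these data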;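 also: 0% = DMSO wells with substrate and 100% = DMSO wells lacking glucose-6-phosphate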
HKDC1 inh: HKDC1 hexokinase inhibitors, primary screen, biochemical, fluorescence, uHTS; Q2TB90; recombinant HKDC1, G6PDH/diaphorase resazurin coupled fluorescence; inhibition, % at 20 µM; 340,000 compounds, 0.16% hits;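 active = inhibition above about 35% when tested at 20 µM, limit read from the data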;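 also: plate controls were DMSO wells with enzyme for no effect and DMSO wells lacking enzyme for full effect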
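System: Recombinant HKDC1 hexokinase | Amount: HKDC1 at 5 µg/mL | Reagent: Glucose with 1 mM ATP | Doses: Single 20 µM dose | Incubation: Reaction time 90 min, room temperature, protected from light | Signal: Coupled resazurin fluorescence, excitation 525 nm, emission 613 nm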
Starred values were filed as active, the others as inactive. Rows were taken by chance. Share with any hit: about 3.6%.

For CCC(C)(C(=O)NC1CCCC1)N(Cc1cccs1)C(=O)Cc1cccs1 (stereo not drawn) the results were SENP1 inh 2, SENP8 block-1 11, Apaf-1 inh 9, SENP8 block-2 -3, SENP7 block -2, SENP6 block -16, PfG6PD inh -5 and HKDC1 inh -4.
`CN(C(=O)CSc1nc(N)cc(N)n1)C1CCS(=O)(=O)C1` (stereo not drawn) gave SENP1 inh 0, SENP8 block-1 -1, Apaf-1 inh 2, SENP8 block-2 2, SENP7 block 0, SENP6 block 0, PfG6PD inh 5 and HKDC1 inh -3.
Screening N=c1c(C(=O)NC2CCCC2)cc2c(=O)n3ccccc3nc2n1C1CCCC1 returned SENP1 inh -34, SENP8 block-1 -270, Apaf-1 inh -1, SENP8 block-2 -6, SENP7 block -5, SENP6 block -13, PfG6PD inh 22 and HKDC1 inh 4.
For CCCOc1ccc(CCC(=O)O)cc1 the results were SENP1 inh 2, SENP8 block-1 2, Apaf-1 inh 2, SENP8 block-2 3, SENP7 block 7, SENP6 block 7, PfG6PD inh 16 and HKDC1 inh -8.
Screening COc1ccc(OC)c(S(=O)(=O)Nc2ccc(C)c(C)c2)c1 returned SENP1 inh -1, SENP8 block-1 19, Apaf-1 inh 7, SENP8 block-2 3, SENP7 block -11, SENP6 block -3, PfG6PD inh 14 and HKDC1 inh 14.
Screening O=C(CSc1nnc(-c2cccnc2)n1Cc1ccco1)NCc1ccc2c(c1)OCO2 returned SENP1 inh -11, SENP8 block-1 15, Apaf-1 inh -3, SENP8 block-2 4, SENP7 block 59*, SENP6 block -7, PfG6PD inh 0 and HKDC1 inh -11.
Screening CCC1Nc2ncnc(N3CCN(c4ccccc4)CC3)c2N(Cc2ccc(Br)cc2)C1=O (stereo not drawn) returned SENP1 inh -2, SENP8 block-1 -2, Apaf-1 inh 15, SENP8 block-2 5, SENP7 block 1, SENP6 block 3, PfG6PD inh 14 and HKDC1 inh 1.
Screening COc1cc(/C=N/NC(=O)Cc2nnc(N)s2)cc(OC)c1OC returned SENP1 inh -1, SENP8 block-1 -4, Apaf-1 inh -13, SENP8 block-2 -12, SENP7 block 14, SENP6 block 1, PfG6PD inh 10 and HKDC1 inh -3.
`Cc1ccc(/C=N/NC(=O)c2nn(C)cc2Cl)cc1` gave SENP1 inh 1, SENP8 block-1 10, Apaf-1 inh -7, SENP8 block-2 15, SENP7 block 29, SENP6 block 29, PfG6PD inh -11 and HKDC1 inh -3.
Screening c1ccc(CN2CCN(c3cnc4ccccc4n3)CC2)cc1 returned SENP1 inh -2, SENP8 block-1 -26, Apaf-1 inh 8, SENP8 block-2 -9, SENP7 block 6, SENP6 block 4, PfG6PD inh 8 and HKDC1 inh 1.
CC1(C)Cc2c(sc(/N=C/N3CCCC3)c2C#N)C(C)(C)N1 was read as SENP1 inh -2, SENP8 block-1 15, Apaf-1 inh -2, SENP8 block-2 1, SENP7 block 1, SENP6 block -1, PfG6PD inh 9 and HKDC1 inh -1.
For CCOC(=O)CSc1nnc2n(C3CCCCC3)c(=O)c3c4c(sc3n12)CCCC4 the results were SENP1 inh 1, SENP8 block-1 5, Apaf-1 inh 9, SENP8 block-2 -14, SENP7 block -6, SENP6 block -8, PfG6PD inh 16 and HKDC1 inh 0.
`CCC(C)[C@H](NC(=O)N1CCCC1)C(=O)O` (stereo partly drawn) gave SENP1 inh 3, SENP8 block-1 7, Apaf-1 inh -25, SENP8 block-2 -6, SENP7 block -6, SENP6 block -10, PfG6PD inh 1 and HKDC1 inh -9.
O=c1cc(N2CCc3ccccc32)[nH]c(=O)n1-c1ccccc1Cl was read as SENP1 inh -11, SENP8 block-1 -16, Apaf-1 inh 0, SENP8 block-2 2, SENP7 block -1, SENP6 block -11, PfG6PD inh -11 and HKDC1 inh 0.
`CCc1c(C)nc(Nc2nc(C)c3cc(OC)ccc3n2)[nH]c1=O` gave SENP1 inh -2, SENP8 block-1 20, Apaf-1 inh 7, SENP8 block-2 -3, SENP7 block -4, SENP6 block -1, PfG6PD inh -2 and HKDC1 inh 4.
O=C1Nc2ccccc2C1=Nc1cccc(Cl)c1 was read as SENP1 inh -1, SENP8 block-1 -18, Apaf-1 inh -9, SENP8 block-2 5, SENP7 block -3, SENP6 block 21, PfG6PD inh -6 and HKDC1 inh 2.
CCCCCCSc1nnc2[nH]c(=O)cc(N)n12 was read as SENP1 inh 3, SENP8 block-1 15, Apaf-1 inh 3, SENP8 block-2 -1, SENP7 block 1, SENP6 block -2, PfG6PD inh -21 and HKDC1 inh -9.
Screening CCCCn1c(N)c(N(CCOC)C(=O)c2oc3ccc(Br)cc3c2C)c(=O)[nH]c1=O returned SENP1 inh -24, SENP8 block-1 -47, PfG6PD inh -14 and HKDC1 inh -2.
Screening CC(C)CC(NC(=O)c1cccs1)c1nnc(SCc2ccc(Cl)c(Cl)c2)n1C (stereo not drawn) returned SENP1 inh 1, SENP8 block-1 22, Apaf-1 inh 19, SENP8 block-2 -1, SENP7 block 1, SENP6 block -14, PfG6PD inh 21 and HKDC1 inh 8.
`COc1cccc(C(=O)Nc2c3c(nn2-c2ccc(Cl)cc2)CS(=O)(=O)C3)c1OC` gave SENP1 inh 0, SENP8 block-1 4, Apaf-1 inh 27, SENP8 block-2 14, SENP7 block -1, SENP6 block 9, PfG6PD inh -14 and HKDC1 inh -2.
Screening CCOc1ccc(NC(=O)Cc2ccc(S(=O)(=O)N3CCCCC3)cc2)cc1OCC returned SENP1 inh 2, SENP8 block-1 2, Apaf-1 inh 6, SENP8 block-2 8, SENP7 block 3, SENP6 block 0, PfG6PD inh 0 and HKDC1 inh 6.
`Cc1cc(C)c(OCC(=O)OC(C)C(=O)N2CCc3ccccc32)c(C)c1` (stereo not drawn) gave SENP1 inh 1, SENP8 block-1 14, Apaf-1 inh 14, SENP8 block-2 -4, SENP7 block 7, SENP6 block -2, PfG6PD inh -2 and HKDC1 inh 0.
`Cc1ccc(F)c(CNC(=O)C2CCC(=O)N(Cc3ccccn3)C2)c1F` (stereo not drawn) gave SENP1 inh 0, SENP8 block-1 16, Apaf-1 inh -6, SENP8 block-2 2, SENP7 block -4, SENP6 block 12, PfG6PD inh -2 and HKDC1 inh -1.
For CC(=O)Oc1cccc(N2C(=O)C3CC=C(Cl)CC3C2=O)c1 (stereo not drawn) the results were SENP1 inh -3, SENP8 block-1 16, Apaf-1 inh 10, SENP8 block-2 -5, SENP7 block 4, SENP6 block 1, PfG6PD inh 6 and HKDC1 inh -8.
Cc1cc2ncn(CCC(=O)NC3CCCC3)c2cc1C was read as SENP1 inh 0, SENP8 block-1 13, Apaf-1 inh 19, SENP8 block-2 -6, SENP7 block 5, SENP6 block 0, PfG6PD inh -4 and HKDC1 inh -5.
For COCC(C)n1c(SCC(=O)N2CCc3ccccc3C2)nc2ccccc2c1=O (stereo not drawn) the results were SENP1 inh -2, SENP8 block-1 9, Apaf-1 inh 5, SENP8 block-2 2, SENP7 block 6, SENP6 block 2, PfG6PD inh 5 and HKDC1 inh -12.
For Cc1ccc(-c2cccc(CN3CCN(C(C)C)C(CCO)C3)c2)o1 (stereo not drawn) the results were SENP1 inh -1, SENP8 block-1 7, Apaf-1 inh -10, SENP8 block-2 -8, SENP7 block -10, SENP6 block -12, PfG6PD inh 14 and HKDC1 inh -3.
For COc1cc(C(=O)NC(C)C2CC3CCC2C3)ccc1OC(F)F (stereo not drawn) the results were SENP1 inh 3, SENP8 block-1 18, Apaf-1 inh 7, SENP8 block-2 3, SENP7 block 4, SENP6 block 10, PfG6PD inh 5 and HKDC1 inh -4.
O=c1[nH]cnc2sc3c(c12)CCCCC3 was read as SENP1 inh -23, SENP8 block-1 -12, Apaf-1 inh -11, SENP8 block-2 -3, SENP7 block 6, SENP6 block -5, PfG6PD inh 2 and HKDC1 inh -2.
COc1ccc(-c2nc3ncccc3n2O)cc1 was read as SENP1 inh -1, SENP8 block-1 3, Apaf-1 inh 1, SENP8 block-2 11, SENP7 block 7, SENP6 block -19, PfG6PD inh 1 and HKDC1 inh -1.

Quoted at random: 4 entries already listed.
For COc1cc(C(=O)NC(C)C2CC3CCC2C3)ccc1OC(F)F (stereo not drawn) the results were SENP1 inh 3, SENP8 block-1 18, Apaf-1 inh 7, SENP8 block-2 3, SENP7 block 4, SENP6 block 10, PfG6PD inh 5 and HKDC1 inh -4.
O=c1[nH]cnc2sc3c(c12)CCCCC3 was read as SENP1 inh -23, SENP8 block-1 -12, Apaf-1 inh -11, SENP8 block-2 -3, SENP7 block 6, SENP6 block -5, PfG6PD inh 2 and HKDC1 inh -2.
Screening CCOc1ccc(NC(=O)Cc2ccc(S(=O)(=O)N3CCCCC3)cc2)cc1OCC returned SENP1 inh 2, SENP8 block-1 2, Apaf-1 inh 6, SENP8 block-2 8, SENP7 block 3, SENP6 block 0, PfG6PD inh 0 and HKDC1 inh 6.
`Cc1cc(C)c(OCC(=O)OC(C)C(=O)N2CCc3ccccc32)c(C)c1` (stereo not drawn) gave SENP1 inh 1, SENP8 block-1 14, Apaf-1 inh 14, SENP8 block-2 -4, SENP7 block 7, SENP6 block -2, PfG6PD inh -2 and HKDC1 inh 0.

Next part.
`OCC(O)CNC(=S)NC1CCCCC1` (stereo not drawn) gave SENP1 inh -2, SENP8 block-1 7, Apaf-1 inh -16, SENP8 block-2 3, SENP7 block -4, SENP6 block -10, PfG6PD inh 6 and HKDC1 inh -14.
For CCn1c(O)c(N=NC(=O)c2ccc(CSc3nncn3C)cc2)c2ccccc21 the results were SENP1 inh 2, SENP8 block-1 31, Apaf-1 inh 4, SENP8 block-2 -9, SENP7 block 0, SENP6 block -10, PfG6PD inh 16 and HKDC1 inh 9.
For Cc1ccc(C2(C)NC(=O)N(CC(=O)NC(=O)NCCC(C)C)C2=O)cc1 (stereo not drawn) the results were SENP1 inh 1, SENP8 block-1 1, Apaf-1 inh -18, SENP8 block-2 4, SENP7 block 7, SENP6 block -10, PfG6PD inh 3 and HKDC1 inh 0.
CC(=O)N1CCc2cc(Br)cc(S(=O)(=O)CCC(=O)Nc3c(C)n(C)n(-c4ccccc4)c3=O)c21 was read as SENP1 inh 1, SENP8 block-1 -3, Apaf-1 inh -1, SENP8 block-2 -6, SENP7 block 3, SENP6 block 8, PfG6PD inh 5 and HKDC1 inh -6.
For O=C(CCC(=O)N1CCOc2ccccc21)NC1CCN(Cc2ccccc2)CC1 the results were SENP1 inh -1, SENP8 block-1 6, Apaf-1 inh 19, SENP8 block-2 -19, SENP7 block -11, SENP6 block -39, PfG6PD inh -16 and HKDC1 inh -1.
For CCn1nnc(NC(=O)Cc2ccc(Cl)cc2)n1 the results were SENP1 inh 4, SENP8 block-1 10, Apaf-1 inh -23, SENP8 block-2 -2, SENP7 block -9, SENP6 block 0, PfG6PD inh 1 and HKDC1 inh -4.

Bioassay records deposited in PubChem BioAssay by Sanford-Burnham Center for Chemical Genomics.
